NadD block = blocks S. aureus nicotinate mononucleotide adenylyltransferase; purified NadD enzyme, colorimetric absorbance read-out; 360,000 tested, 0.78% active; AID 602399; inhibition, % at 20 µM; in the data active = inhibition above about 26%; also: some compounds past the cut are filed as inactive
DNMT1 block = inhibitors of human DNMT1; DNMT1 molecular beacon, Hinp1I cleavage, fluorescence; inhibition (reported as % activation of signal), % at 10 µM; 360,000 tested, 0.83% active; in the data active = inhibition above about 50%
TbMetRS inhib = blocks T. brucei methionyl-tRNA synthetase activity; purified T. brucei MetRS, ATP depletion, Kinase-Glo luminescence; inhibition, % at 11.9 µM; 360,000 tested, 0.4% active; AID 624268;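 active = inhibition above a per-plate cutoff of the control wells' mean inhibition plus 3 SD, cut at about 5.5% in these data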;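 also: 0% = DMSO wells median and 100% = median of wells with control inhibitor compound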
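Material: T. brucei methionyl-tRNA synthetase, purified; reagent: substrates ATP, L-methionine and bulk Escherichia coli tRNA; dosing: 11.9 µM single point; timing: 15 min plus 2 h at 25 °C; detection: luminescence of leftover ATP; evaluation: % inhibition; control set: DMSO-only wells as low control; replicates: singlicate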
MLLE-PAM2 inh = blocks PAM2 peptide binding to the PABP1 MLLE domain; P11940; GST-MLLE / FITC-PAM2 fluorescence polarization; inhibition, % at 20 µM; 360,000 tested, 0.36% active; AID 588489; in the data active = inhibition above about 35%, passing the limit was not always enough;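 also: plate controls were DMSO wells with GST-MLLE for no effect and wells lacking GST-MLLE protein for full effect; some results filed as inactive read as strong as hits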
CSN inh = CSN deneddylation inhibition; Purified CSN, SCF-Nedd8-OG deneddylation, fluorescence polarization; 360,000 tested, 0.38% active; inhibition, % at 12.5 µM; Q92905;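 active = pattern-corrected inhibition above about 35%, with an unprinted fluorescence ratio check between 0.5 and 1.5, limit read from the data, passing the limit was not always enough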;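 also: 0% = enzyme with substrate and 100% = substrate without enzyme; some results filed as inactive read as strong as hits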
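Schedule: reaction 90 min, room temperature / Assay system: HEK293T-derived human Csn5 enzyme / Input: Csn5 at 0.24 nM final / Measure: inhibition of Csn5 cleavage, % / Control set: substrate-only high control, full reaction low control / Technique: fluorescence polarization of the substrate / Buffer or medium: Tris/NaCl/DTT buffer, pH 7.5 / Reagent: SCFSkp2-Nedd8OG substrate at 10 nM final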
Scp1 inh = inhibitors of human Scp-1 phosphatase | Q9GZU7 | Recombinant Scp1, phosphopeptide, malachite green phosphate absorbance | inhibition, % at 20 µM | 340,000 tested, 0.88% active;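 active = inhibition above about 50% at 20 µM, limit read from the data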;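 also: plate controls were DMSO wells with enzyme for no effect and wells lacking enzyme for full effect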
Target sequence (Q9GZU7 76-261 limits assumed): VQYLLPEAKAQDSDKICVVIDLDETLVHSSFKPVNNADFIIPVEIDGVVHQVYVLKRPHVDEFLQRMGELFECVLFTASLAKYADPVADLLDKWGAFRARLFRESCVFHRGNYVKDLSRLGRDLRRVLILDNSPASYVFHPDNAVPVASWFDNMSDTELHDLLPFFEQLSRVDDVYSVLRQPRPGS
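Times: enzyme reaction 45 min at room temperature, colour 5 min, stabilisation 30 min. Material: SCP-1 catalytic fragment, aa 76-261. Medium: Acidic Tris acetate buffer with magnesium and detergent. Signal: colorimetric free-phosphate detection, absorbance 630 nm. Read-out basis: % inhibition of SCP-1 phosphate liberation. Reagent: Phosphorylated 17-residue peptide substrate.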
SUMO1 PPI mod = modulators of human SUMO1-mediated protein-protein interactions; P63165; SUMO1 binding to a labelled peptide, TR-FRET, 1 h; inhibition, % at 20 µM; 360,000 tested, 0.33% active; in the data active = inhibition above about 37%
Target sequence (P63165 whole entry, looked up): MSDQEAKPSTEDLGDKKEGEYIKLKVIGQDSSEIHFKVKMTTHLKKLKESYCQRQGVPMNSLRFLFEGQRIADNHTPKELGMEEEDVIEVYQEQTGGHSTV
LMPTP block = LMPTP (human) inhibition; recombinant LMPTP-A, OMFP fluorogenic substrate, fluorescence intensity; inhibition, % at 20 µM; 360,000 tested, 0.22% active; AID 651560;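 active = compounds that cut the enzyme signal by at least half of the control window in the single-dose screen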;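 also: plate controls were DMSO wells with enzyme plus substrate for no effect and substrate without enzyme for full effect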
Target sequence (P24666 whole entry, looked up): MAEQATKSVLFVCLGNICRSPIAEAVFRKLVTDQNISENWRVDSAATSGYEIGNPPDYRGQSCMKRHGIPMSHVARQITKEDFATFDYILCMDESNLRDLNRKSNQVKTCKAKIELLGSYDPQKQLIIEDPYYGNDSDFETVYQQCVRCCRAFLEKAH
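Test system – LMPTP-A phosphatase enzyme · Quantity – 0.625 nM LMPTP-A final · Reagent – OMFP substrate, 400 µM final · Dosing – one test concentration per compound, 20 µM, with 3% DMSO overall · Timing – 50 min enzyme reaction at room temperature, protected from light · Detection – fluorescence intensity · Controls – substrate-only low control, DMSO enzyme-plus-substrate high control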
Rpn11 block = blocks the human proteasome subunit Rpn11. AID 588493. O00487. human 26S proteasome, Ub4-pepOG fluorescence polarization; 20S core pre-blocked with epoxomicin. 360,000 tested, 0.59% active. calls only at 20 µM;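 active = inhibition at 20 µM, scaled to each plate's controls, above about 33%, limit read from the data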
STEP block = blocks human striatal-enriched tyrosine phosphatase; P54829; recombinant STEP, OMFP fluorogenic substrate, fluorescence; inhibition, % at 20 µM; 360,000 tested, 0.25% active; AID 588621;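 active = inhibition at 20 µM, scaled per plate between control wells, above about 37%, limit read from the data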;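 also: 0% = DMSO with enzyme and substrate and 100% = substrate only without enzyme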
Target sequence (P54829 whole entry, looked up): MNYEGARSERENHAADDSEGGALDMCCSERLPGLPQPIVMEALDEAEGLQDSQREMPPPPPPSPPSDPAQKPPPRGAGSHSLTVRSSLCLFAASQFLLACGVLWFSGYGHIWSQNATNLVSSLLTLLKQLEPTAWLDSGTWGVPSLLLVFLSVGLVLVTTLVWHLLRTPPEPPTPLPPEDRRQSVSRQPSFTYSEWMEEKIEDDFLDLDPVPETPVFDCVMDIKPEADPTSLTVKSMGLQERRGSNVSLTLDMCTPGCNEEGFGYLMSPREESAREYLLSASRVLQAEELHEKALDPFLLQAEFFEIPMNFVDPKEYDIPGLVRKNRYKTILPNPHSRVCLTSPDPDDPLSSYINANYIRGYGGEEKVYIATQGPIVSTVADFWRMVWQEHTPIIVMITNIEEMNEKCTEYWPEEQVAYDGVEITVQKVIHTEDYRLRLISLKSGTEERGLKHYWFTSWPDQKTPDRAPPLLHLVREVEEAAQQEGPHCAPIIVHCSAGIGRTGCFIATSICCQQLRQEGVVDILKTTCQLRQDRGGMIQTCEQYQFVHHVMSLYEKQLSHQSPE
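medium = Bis-Tris buffer pH 6.0, 2.5 mM DTT, 0.005% Tween 20 | test system = STEP (striatal-enriched tyrosine phosphatase) enzyme, cell-free | measure = normalized % inhibition | compound dosing = 20 µM, 1% DMSO | also added = 25 µM OMFP | schedule = reaction 20 min, ambient temperature | measured by = fluorescence read at 480 nm ex / 540 nm em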
* hit, by the source's call; i = inactive; . = no result given.

Results follow in this order: NadD block	DNMT1 block	TbMetRS inhib	MLLE-PAM2 inh	CSN inh	Scp1 inh	SUMO1 PPI mod	LMPTP block	Rpn11 block	STEP block
CCOc1ccccc1NC(=O)CSc1c(C)n[nH]c1C
    -3.9	1.0	-0.5	27.7	3.2	-0.1	-4.3	0.3	i	-2.0
Cc1nc2c(c(C)c1C#N)C(=O)c1ccccc1-2
    0.0	4.4	-0.2	-11.2	-2.4	-5.0	-21.7	0.8	i	3.1
COc1ccccc1NCCC(=O)OCC(=O)NCc1ccco1
    8.0	51.2*	-0.3	-4.0	12.2	74.9*	4.8	22.1	i	4.5
COCCNc1c(-c2ccc(OC)cc2)nc2ccc(Cl)cn12
    -2.3	0.6	-2.1	15.2	-4.5	1.4	-7.2	0.0	i	-1.6
Clc1ccc(CNc2cnccn2)cc1
    0.2	-1.1	-0.7	-6.5	0.0	0.8	2.9	-0.2	i	0.4
CCc1ccc(NC(=O)Cc2cn(C)c3ccccc23)cc1
    -2.2	-0.3	-1.0	-5.5	-1.5	-6.0	-0.6	4.5	i	44.5*
O=C(NCc1ccccn1)NC1CCCCC1
    -1.0	2.5	-0.4	-8.7	-5.3	4.9	-0.1	-1.4	i	-0.6
Cc1cc2c(c(=O)n1CCN(C)C)C(c1ccc(Cl)cc1)C(C#N)=C(N)O2 (stereo not given)
    -8.4	-3.8	-0.1	-12.8	-2.7	-6.5	-2.3	-0.1	i	-0.9
Cn1c(=O)c2c(n(Cc3ccccc3)c1=O)NC(=O)C2CC(=O)N1CCc2ccccc2C1 (stereo not given)
    6.1	-5.9	-0.6	10.8	0.9	-12.1	8.9	-2.0	i	-0.5
CCOC(=O)NCc1ccc2c(c1)OCO2
    -4.3	2.8	0.3	-4.7	2.2	-5.9	3.4	0.4	i	-2.6

(further entries)
Results follow in this order: NadD block	DNMT1 block	TbMetRS inhib	MLLE-PAM2 inh	CSN inh	Scp1 inh	SUMO1 PPI mod	LMPTP block	Rpn11 block	STEP block
Cc1ccsc1/C=C(\C#N)C(=O)Nc1c(C)n(C)n(-c2ccccc2)c1=O
    -3.0	4.2	-0.4	-11.9	0.7	-2.1	-16.1	-0.2	i	-3.8
COc1ccc(-c2[nH]nc3oc(=O)cc(C)c23)cc1
    2.7	-4.6	-0.1	-2.8	-0.1	-4.7	0.9	-0.7	i	2.8
N/C(=N\OC(=O)COc1ccccc1)c1ccccn1
    3.2	-0.9	-1.1	-9.5	-2.8	-1.4	3.3	-2.2	i	-0.1
CNc1cnc(-c2ccc(F)c(F)c2F)cn1
    2.6	10.1	-0.3	-8.1	2.5	.	-3.6	-0.9	i	-1.0
CC1=C(C(=O)N2CCCCCC2)CC(CC(=O)NCCN2CCOCC2)C(=O)N1CCCN1CCCC1=O (stereo not given)
    8.7	.	-0.4	.	-0.8	.	-1.2	-1.6	.	.
O=C(Oc1cccc(NC(=O)c2ccco2)c1)c1cccc(S(=O)(=O)N2CCCC2)c1
    -10.7	-5.5	-1.5	9.4	0.8	-21.5	5.3	1.1	i	0.5
O=C(NNS(=O)(=O)c1ccc(Cl)cc1)C1CCN(Cc2ccccc2)CC1
    2.1	0.6	-0.3	7.0	1.5	-5.5	0.6	-1.8	i	-1.3
COc1ccc(O)c(CN2CCCC(C(=O)Nc3cccc(-n4cccn4)c3)C2)c1 (stereo not given)
    2.1	-3.8	-0.1	-3.4	0.7	-4.5	8.4	-0.4	i	-0.5
FC(F)(F)c1nnc(-c2ccccc2)nc1Oc1ccccc1
    0.9	0.8	0.1	7.0	4.7	-2.5	2.9	-1.4	i	-0.6
S=C(NCCCN1CCOCC1)N1CCN(c2nc(-c3ccc(Cl)cc3)cs2)CC1
    -4.2	-9.6	0.1	-165.1	-4.9	-4.0	-4.6	-7.7	i	8.8

(more compounds)
Results follow in this order: NadD block	DNMT1 block	TbMetRS inhib	MLLE-PAM2 inh	CSN inh	Scp1 inh	SUMO1 PPI mod	LMPTP block	Rpn11 block	STEP block
COc1ccc(C(=O)N2c3ccc(F)cc3CCC2C)cc1OC (stereo not given)
    3.9	-0.2	-0.3	-9.0	-0.2	-0.4	-5.0	-1.4	i	0.4
CC1(C(=O)NS(=O)(=O)C2CC2)CCN(C(=O)c2ccccc2C(F)(F)F)C1 (stereo not given)
    0.1	-0.6	-0.4	9.7	9.0	.	-1.4	-1.7	i	6.2
FC(F)(F)c1ccccc1Cc1c(C2CCCCC2)nc2ccc(Cl)cn12
    0.2	6.0	-0.2	-0.7	-0.5	.	4.0	2.6	i	-1.5
Oc1cccc(CN2CCOCC2)c1O
    6.3	-2.3	0.0	7.4	0.8	-10.4	-4.7	3.1	i	-1.9
Cc1cccc(C(=O)OCC(=O)c2c(C)[nH]c3ccccc23)c1O
    -1.9	-21.5	0.0	-5.6	-4.7	-1.1	-1.7	3.4	i	-3.5
COc1ccc(-c2nc3ncccc3n2O)cc1
    -2.5	-0.5	-1.4	-2.7	-1.5	3.6	2.1	0.3	i	-2.5
COc1cccc(C(=O)Nc2ccc(C3CC3(Cl)Cl)cc2)c1 (stereo not given)
    5.2	-1.4	-0.3	-5.1	-3.4	-10.2	0.7	2.7	i	-1.9
CC1(C(=O)Nc2ccc(Cl)c(Cl)c2)CCN1CCc1ccccc1 (stereo not given)
    -0.3	7.6	-0.2	-6.9	1.4	.	6.1	4.0	i	0.6
Cc1cc(C)n(-c2ccc(C(=O)Nc3cccc([N+](=O)[O-])c3)cc2)n1
    -1.1	-4.0	-0.3	0.1	-13.9	-1.3	-12.6	0.9	i	-0.2
O=C(C[C@@H]1C=C[C@@H](NC(=O)C2CC2)[C@@H](CO)O1)NCc1ccccc1Cl
    .	.	-0.5	.	-2.6	.	1.3	-2.9	.	.

Additional compounds follow:
Results follow in this order: NadD block	DNMT1 block	TbMetRS inhib	MLLE-PAM2 inh	CSN inh	Scp1 inh	SUMO1 PPI mod	LMPTP block	Rpn11 block	STEP block
COc1ccc(NC2CCCN(C(=O)CCn3cccn3)C2)cc1 (stereo not given)
    4.1	0.6	0.1	-3.0	-1.1	-1.8	-8.1	0.0	i	-3.0
CCOc1ccccc1NC(=O)C1CCCN(S(=O)(=O)c2c(C)[nH]c(=O)[nH]c2=O)C1 (stereo not given)
    -0.1	-3.0	-0.6	-7.2	0.4	-7.0	0.1	-0.3	i	4.4
C=CCNC(=O)COc1cc(C)ccc1C
    -6.0	2.5	0.0	3.8	-18.6	0.7	0.1	-0.6	i	2.4
COc1cccc(-c2noc(C3CCCN(C(=O)c4ccc(F)cc4)C3)n2)c1 (stereo not given)
    -7.0	0.9	-1.8	12.6	0.8	0.1	-1.7	-0.5	i	0.6
COc1ccc(C2C(C(=O)c3ccc(C)o3)=C(O)C(=O)N2c2cc(C)on2)cc1OC (stereo not given)
    4.0	1.2	-0.6	12.1	1.5	-8.2	-8.5	-1.2	i	2.9
COc1ccc(CN(Cc2cc3cc(C)ccc3[nH]c2=O)C(=O)N(C)C)cc1
    -1.9	1.7	0.8	4.0	1.4	-3.6	-0.2	-1.7	i	1.9
CCCCN1C2CCCC1CC(NC(=O)C1CCCCC1)C2 (stereo not given)
    7.0	1.0	-0.7	0.8	2.8	1.4	-0.2	-1.3	i	-2.5
Nn1c(Cc2ccccc2F)n[nH]c1=S
    1.8	-2.5	-0.6	-24.1	4.5	-12.9	-0.9	-0.9	i	0.4
CCCCSc1nc(C)cc(NC(=S)Nc2ccc(OC)cc2)n1
    2.4	3.8	-0.6	35.5	0.7	-0.7	3.9	-0.8	i	3.1
O=C(CSc1nnc(Cc2cc(=O)[nH]c(=O)[nH]2)n1-c1ccc(Cl)cc1)NC1CCCC1
    -4.3	2.2	2.0	31.2	-10.1	-23.1	1.5	1.5	i	-1.3

(more compounds)
Results follow in this order: NadD block	DNMT1 block	TbMetRS inhib	MLLE-PAM2 inh	CSN inh	Scp1 inh	SUMO1 PPI mod	LMPTP block	Rpn11 block	STEP block
CCn1cc(C(=O)O)c(=O)c2cnc(N3CCN(C(=S)NC(=O)c4ccc(Cl)cc4Cl)CC3)nc21
    -4.3	2.2	-0.1	-10.5	3.6	-5.8	11.8	51.2*	i	2.7
Cc1ccc(-c2nn(-c3ccccc3)cc2C(=O)N2CCOCC2)cc1
    -0.3	1.1	-0.6	2.1	-5.0	3.8	0.6	0.9	i	-2.0
O=C(NNC(=O)c1cccs1)c1ccc(Br)cc1
    2.9	0.9	0.6	-9.2	-5.2	-2.8	1.9	-0.8	i	1.0
CC(=O)NCCn1c(SCc2ccc(C)cc2)nc2ccccc2c1=O
    6.0	-4.8	0.2	-16.7	-0.1	-2.4	2.7	-0.2	i	2.2
Cc1cccc(C)c1OCCn1nnc2ccccc21
    -7.1	-6.4	-0.1	-5.3	-1.6	-16.1	-2.6	0.0	i	-0.7
C=C(C)CNC(=S)Nc1cccc2cnccc12
    1.3	4.1	1.3	11.5	-0.4	-2.1	-13.1	0.6	i	-0.9

Structures shown so far containing two or more sulfur atoms, in the order listed:
Results follow in this order: NadD block	DNMT1 block	TbMetRS inhib	MLLE-PAM2 inh	CSN inh	Scp1 inh	SUMO1 PPI mod	LMPTP block	Rpn11 block	STEP block
S=C(NCCCN1CCOCC1)N1CCN(c2nc(-c3ccc(Cl)cc3)cs2)CC1
    -4.2	-9.6	0.1	-165.1	-4.9	-4.0	-4.6	-7.7	i	8.8
CCCCSc1nc(C)cc(NC(=S)Nc2ccc(OC)cc2)n1
    2.4	3.8	-0.6	35.5	0.7	-0.7	3.9	-0.8	i	3.1

Bioassay records from PubChem.
